# NPY-Y1 PAM-ag = NPY-Y1 receptor potentiators or agonists, primary screen, cell-based; Neuropeptide Y receptor type 1 (Homo sapiens), P25929; NPY-Y1 expressing cells, potentiator/agonist activation; activation, % at 3.6 µM; actives 0.37% (n = 220,000); in the data active = activation above about 33%, passing the limit was not always enough;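 also: cells stimulated with NPY at EC10 then isoproterenol at EC100; 0% = low agonist plus stimulus and 100% = saturating agonist plus stimulus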
# p97 ATPase inh = inhibitors of human p97 ATPase, primary screen, biochemical. Transitional endoplasmic reticulum ATPase (Homo sapiens), P55072. recombinant p97 ATPase, Kinase-Glo ATP luminescence, 3 h. inhibition, % at 8 µM. actives 0.42% (n = 220,000). AID 1481, 2009; in the data active = inhibition above about 15%;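 also: 0% = DMSO vehicle and 100% = wells lacking enzyme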
# Target sequence (P55072 whole entry, looked up): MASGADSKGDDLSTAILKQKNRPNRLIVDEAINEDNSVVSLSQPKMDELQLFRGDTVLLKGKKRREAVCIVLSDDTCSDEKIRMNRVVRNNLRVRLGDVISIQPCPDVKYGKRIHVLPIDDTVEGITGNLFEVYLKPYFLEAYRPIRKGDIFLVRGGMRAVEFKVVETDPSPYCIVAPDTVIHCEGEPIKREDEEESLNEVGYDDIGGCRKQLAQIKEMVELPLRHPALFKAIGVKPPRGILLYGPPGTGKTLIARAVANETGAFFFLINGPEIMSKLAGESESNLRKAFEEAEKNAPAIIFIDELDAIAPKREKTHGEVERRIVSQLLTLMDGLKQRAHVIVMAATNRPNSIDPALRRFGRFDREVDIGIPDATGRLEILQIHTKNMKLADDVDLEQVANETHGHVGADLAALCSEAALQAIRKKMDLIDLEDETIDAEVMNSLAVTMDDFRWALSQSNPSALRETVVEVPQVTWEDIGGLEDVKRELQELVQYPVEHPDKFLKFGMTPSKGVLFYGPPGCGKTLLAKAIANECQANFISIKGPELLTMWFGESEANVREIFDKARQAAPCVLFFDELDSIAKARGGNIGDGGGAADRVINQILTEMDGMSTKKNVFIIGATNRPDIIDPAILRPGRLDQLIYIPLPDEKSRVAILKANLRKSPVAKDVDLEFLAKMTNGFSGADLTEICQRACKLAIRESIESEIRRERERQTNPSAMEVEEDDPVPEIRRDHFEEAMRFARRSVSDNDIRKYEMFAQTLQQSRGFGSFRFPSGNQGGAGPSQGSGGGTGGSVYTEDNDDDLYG
# Runt-SMMHC FRET = inhibitors of RUNX1 Runt–CBFb-SMMHC binding, primary screen, biochemical, FRET, Cerulean-Runt, Venus-CBFb-SMMHC, uHTS. AID 1434, 2008. Runt-related transcription factor 1 (Homo sapiens) + Core-binding factor subunit beta …. actives 0.74% (n = 220,000). inhibition, % at 20 µM. Cerulean-Runt/Venus-CBFb-SMMHC FRET ratio 530/480, 1 h;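 active = mean inhibition across duplicate retests at 20 µM reaching about 50%, limit read from the data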;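 also: 0% = DMSO wells and 100% = wells with excess untagged CBFb-SMMHC; inhibitors lower the FRET ratio by blocking Runt binding to CBFb-SMMHC; some results filed as inactive read as strong as hits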
# MDM2 E3 inh = MDM2-luciferase reporter signal enhancers, primary screen, MDM2 E3 ligase inhibitor project, cell-based, luminescence, 1536-well. signal enhancement, % at 5 µM. actives 0.11% (n = 210,000). E3 ubiquitin-protein ligase Mdm2 (Homo sapiens), Q00987. cell-based MDM2 ubiquitination luciferase reporter, 2 h; 0 = plate control, 100 = twice control, blank-subtracted;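 active = signal enhancement of 30% or more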;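 also: luminescence tracks abundance of the self-degrading MDM2-luciferase fusion protein; higher signal means inhibition of MDM2 E3 ligase activity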
#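 Timing – 2 h compound exposure at 37 °C · Assay system – mammalian cells stably expressing self-ubiquitinating, self-degrading MDM2 E3–luciferase fusion · Amount – 2000 cells seeded into each well · Measure – % luminescence enhancement versus blank-corrected plate control mean · Measured by – SteadyLite luminescence, 15 min reagent step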
# RBBP9 inh = human RBBP9 inhibitors, primary screen, biochemical, fluorescence polarization, FP-Rh probe, HTS; inhibition, % at 7.94 µM; recombinant RBBP9; Serine hydrolase RBBP9 (Homo sapiens), O75884; actives 0.2% (n = 220,000);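 active = inhibition above the campaign mean of all tested compounds plus 3 SD, cut at about 14% in these data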;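 also: plate controls were DMSO wells with RBBP9 for no effect and wells lacking RBBP9 protein for full effect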
# Target sequence (O75884 whole entry, looked up): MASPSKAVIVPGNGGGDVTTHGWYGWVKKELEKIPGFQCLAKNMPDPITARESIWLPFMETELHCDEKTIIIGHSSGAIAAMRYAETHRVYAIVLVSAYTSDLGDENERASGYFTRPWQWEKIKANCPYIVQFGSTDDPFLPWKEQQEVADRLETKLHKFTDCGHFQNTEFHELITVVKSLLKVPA
#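 Assay system: recombinant human RBBP9; Reagent: Serine-hydrolase probe FP-Rh, 375 nM pre-mixing; Doses: 7.94 µM single dose, 0.794% DMSO; Incubation: 30 min then 45 min, 25 °C; Detection: fluorescence polarization (mP), excitation 525 nm, emission 598 nm; Evaluation: percent inhibition from mP, scaled between DMSO and no-protein wells.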
# NPY Y1 blocker = NPY-Y1 receptor antagonists, primary screen, cell-based | Neuropeptide Y receptor type 1 (Homo sapiens), P25929 | HEK293-CNG Y1 cells, membrane potential fluorescence; NPY at EC95, then isoproterenol | inhibition, % at 3.6 µM | actives 1% (n = 200,000) | AID 1040, 2008;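 active = inhibition above the campaign mean inhibition of all tested compounds plus 3 SD, cut at about 20% in these data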;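 also: 0% = DMSO wells given NPY plus isoproterenol and 100% = isoproterenol alone without NPY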
#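 material = HEK293 cells with Y1 receptor plus CNG channel | also added = NPY 25 nM then isoproterenol 1 µM plus Ro 20-1724 25 µM | schedule = dye 3 h, compound 60 min room temperature, stimulation 45 min | measured by = membrane potential fluorescence | benchmarks = high control isoproterenol alone, low control NPY with isoproterenol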
# Runt-CBFb FRET = inhibitors of RUNX1 Runt–CBFb binding, primary screen, biochemical, FRET, Cerulean-Runt, Venus-CBFb, uHTS; actives 0.46% (n = 220,000); Runt-related transcription factor 1 (Homo sapiens) + Core-binding factor subunit beta …; Cerulean-Runt/Venus-CBFb FRET ratio 530/480, 1 h; inhibition, % at 20 µM;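 active = inhibition over about 50% at 20 µM in the single-dose screen, limit read from the data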;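 also: 0% = DMSO wells and 100% = excess unlabeled CBFb competitor control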
#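 test system = Cerulean-tagged RUNX1 Runt domain (FRET donor) fusion protein | reagent = Venus-CBFb binding partner, 100 nM | incubation = protein complex preformed 1 h, compound exposure 1 h, room temperature, dark | detection = FRET fluorescence | read-out basis = loss of energy transfer signal | controls = 5 µM unlabeled CBFb as full-inhibition high control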
# Hck Nef HTS = inhibitors of Nef-activated human Hck kinase, primary screen, biochemical, Z-Lyte FRET, 384-well, Hck-YEEI; inhibition, % at 20 µM; Tyrosine-protein kinase HCK (Homo sapiens), P08631; AID 463187, 2010; Recombinant Hck-YEEI plus Nef, Z-Lyte FRET kinase assay; actives 0.68% (n = 220,000);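 active = Hck-Nef kinase inhibition above about 50%, limit read from the data; inactive = inhibition below that limit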;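 also: 0% = DMSO with Hck plus Nef and 100% = Hck alone without Nef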
# NPY2 pot ag = NPY-Y2 potentiators or agonists, primary screen, cell-based; actives 0.45% (n = 220,000); activation, % at 3.6 µM; Neuropeptide Y receptor type 2 (Homo sapiens), P49146; cells expressing NPY-Y2, potentiator/agonist read-out; in the data active = activation above about 27%;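 also: cells stimulated with NPY near EC25 plus isoproterenol at EC100; 0% = vehicle plus submaximal agonist and 100% = vehicle plus saturating agonist; some results beyond the cut were filed as inactive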
# * hit, by the source's call; . = no result given. No enrichment for hits; any-hit rate near 3.5%.
# Values in the order: p97 ATPase inh	Hck Nef HTS	RBBP9 inh	Runt-CBFb FRET	Runt-SMMHC FRET	NPY-Y1 PAM-ag	NPY2 pot ag	NPY Y1 blocker	MDM2 E3 inh
- Cc1cc(/C=C2/NC(=O)N(Cc3ccccc3F)C2=O)c(C)n1C(C)C
→ 1	6	-7	-2	4	-10	-3	-1	16
- COC(=O)c1c(NC(=O)Cc2ccccc2)sc2c1C(C(=O)OC)CC2 (stereo unspecified)
→ 0	31	-8	0	-5	-4	3	6	-19
- CSc1nnc(C)c(/C=C/Nc2ccc(Cl)cc2)n1
→ 1	-1	-4	0	-6	17	-11	5	-4
- CN(C)S(=O)(=O)c1ccc(NC(=O)CN2CCN(C(c3ccccc3)c3ccccc3)CC2)cc1
→ 1	0	-2	-2	-1	19	12	4	14
- CC(=O)Oc1ccc(Cl)cc1/C=C/c1cc(OC(C)=O)c2ccccc2n1
→ 9	-5	-11	-1	4	1	-6	10	-2
- O=[N+]([O-])c1ccc(NCc2ccc3c(c2)OCO3)cc1
→ 3	21	-6	-2	1	-11	2	8	2
- Cc1nn(-c2ccccc2)c(Cl)c1C(=O)NCCN(C)C
→ -3	-14	-5	-1	-2	-1	-4	-3	-8
- COc1ccc(-c2nc(N3CCC(C)CC3)[nH]c(=O)c2C#N)cc1
→ -1	2	4	-4	-2	-11	-6	0	-14
- O=C(c1ccc(S(=O)(=O)Cc2ccccc2F)c([N+](=O)[O-])c1)N1CCCC1
→ 8	25	-10	1	5	10	2	-5	-15
- O=C(Nc1nccs1)c1cc2c(s1)CCCCC2
→ -7	30	3	-1	2	2	-5	3	-80
- N/C(=N\OC(=O)c1cccc(Cl)c1)c1cccnc1
→ -2	1	-3	4	-7	-12	-6	3	-13
- S=C(Nc1ccc(Br)cc1Cl)NN1CCOCC1
→ -3	-12	-8	0	-1	-6	11	-2	-11
- Cc1ccc(S(=O)(=O)N2CC3(C)CN(S(=O)(=O)c4ccc(C)cc4)CC(C)(C2)C3)cc1
→ -1	2	-3	1	2	17	4	-4	-14
- Cc1ccc(NC(=S)NC2CC3CCC(C2)N3Cc2ccco2)cc1C (stereo unspecified)
→ 1	1	-2	-1	4	-1	-9	8	-4
- CNC(=S)NNC(=O)c1sc(-c2cc(C)on2)nc1C
→ -1	-15	-15	5	-1	-26	4	.	-5

# (list continues)
# Values in the order: p97 ATPase inh	Hck Nef HTS	RBBP9 inh	Runt-CBFb FRET	Runt-SMMHC FRET	NPY-Y1 PAM-ag	NPY2 pot ag	NPY Y1 blocker	MDM2 E3 inh
- CC(C)c1ccc(NC(=S)Nc2ccc3cn[nH]c3c2)cc1
→ 2	6	-2	2	2	2	-9	-3	-70
- COc1ccc(OC)c(/C(O)=C/C(=O)C(=O)Nc2cc(C)ccc2OC)c1
→ 3	-2	7	1	-2	4	-1	-2	-4
- Cc1ccc(O)c(N=Cc2ccc(C)s2)c1
→ 3	2	9	-4	-8	0	13	-8	3
- CCN(CC)CCOC(=O)c1ccc(N/C=C(/C#N)c2nc(-c3ccc(OC)c(OC)c3)cs2)cc1
→ 1	-58	-5	-10	-48	-12	-4	.	-11
- O=C1OCCC1Sc1nnc(-c2ccc3c(c2)OCO3)n1-c1ccccc1 (stereo unspecified)
→ 4	0	-5	0	0	3	18	-1	-17
- CCOC(=O)n1ccc(C(=O)Nc2ccccc2F)n1
→ -5	-1	-1	1	4	-3	-8	-10	-9
- CCn1c(C(=O)N2CCC(C(=O)N3CCN(c4ccccn4)CC3)CC2)cc2sccc21
→ 3	19	-4	-1	-2	21	-6	-4	-4
- Cc1nc2ccccc2n1S(=O)(=O)N(C)C
→ 4	2	-5	-2	-4	-14	18	-1	-2
- c1ccc(CCNc2ncnc3c2nnn3Cc2ccccc2)cc1
→ 2	2	1	0	1	-1	6	3	-9
- O=C(Nc1ccc(NC(=O)C2CCCCC2)nc1)c1cccs1
→ 7	30	1	1	1	21	1	-7	2
- CCOC(=O)c1cc2sccc2n1CC(=O)Nc1ccc2c(c1)OCCO2
→ 3	-2	7	-2	3	1	-3	0	4
- O=c1c(-c2ccnn2-c2ccccc2F)cnc2n1CCS2
→ 1	2	4	0	-2	5	15	5	-4
- CCOC(=O)C(NC(=O)c1ccccc1)(Nc1cc(C)on1)C(F)(F)F (stereo unspecified)
→ 2	0	1	-2	-6	5	0	5	-31
- COc1ccc(C(=O)Nc2ccc(N3CCN(C)CC3)cc2)cc1[N+](=O)[O-]
→ 3	23	-4	0	0	10	-5	6	-18
- CC(Sc1nnc(-c2cc3ccccc3o2)n1-c1ccccc1)C(=O)O (stereo unspecified)
→ 1	0	-8	1	5	-37	-11	-3	-1

# Other compounds
# Values in the order: p97 ATPase inh	Hck Nef HTS	RBBP9 inh	Runt-CBFb FRET	Runt-SMMHC FRET	NPY-Y1 PAM-ag	NPY2 pot ag	NPY Y1 blocker	MDM2 E3 inh
- CCN(CC)c1ccc(NC(=O)COC(=O)COc2ccccc2[N+](=O)[O-])cc1
→ -6	4	-5	2	9	-3	-10	-2	2
- Cc1nnc(-c2ccc(Oc3ccc(Br)cc3)c([N+](=O)[O-])c2)o1
→ 2	4	4	-4	1	9	6	1	10
- CCOc1cc(OCC)cc(C(=O)Nc2cccnc2)c1
→ -1	-3	1	-1	2	-5	1	2	-17
- COc1ccccc1CNC(=O)C(=O)NCC1CCCO1 (stereo unspecified)
→ 4	-9	-2	0	-5	13	1	2	6
- Cc1cc(C)nc(N2CCCC(C(=O)NCc3cccc(C(F)(F)F)c3)C2)n1 (stereo unspecified)
→ -2	1	5	-10	-1	10	-5	7	-3
- O=C(CC1N=C2c3ccccc3N=C(SCc3ccc(Cl)cc3)N2C1=O)NCc1ccco1 (stereo unspecified)
→ 8	7	-8	1	-1	24	6	0	-3
- Cc1ccc(S(=O)(=O)n2cnc3cc([N+](=O)[O-])ccc32)c(C)c1C
→ 0	0	-5	2	0	-19	-10	1	-7
- CC(C)(C)c1ccc(-c2nnc(SCCC#N)n2C2CCCC2)cc1
→ -6	0	-2	-2	0	2	8	-3	-11
- CCOc1ccccc1NC(=O)CN1CCC(NC(=O)c2ccccc2C)CC1
→ 6	-6	2	2	2	-6	-17	.	.
- Cc1ccc2c(N)c(C#N)sc2n1
→ 4	0	1	2	-2	9	-2	3	-6
- COc1cc(=O)n(C)c2c(O)cccc12
→ -2	-8	-1	1	0	5	2	4	5
- CCN(Cc1ccccc1)Cc1cc(OC)cc(OC)c1
→ -1	0	-6	-2	1	15	-6	8	-7
- O=C(O)c1ccc(CNCc2cccc(Cl)c2)cc1
→ 6	7	-3	-1	-4	-1	6	-4	-5
- Cn1c2ccccc2c2cc(C(=O)O)ccc21
→ 7	2	3	0	4	10	3	3	-5
- COc1ccc(N/C(C)=C2/C(=O)C(=O)N(CCO)C2c2ccc(Br)cc2)cc1 (stereo unspecified)
→ -5	-1	-2	-3	-1	-2	-9	12	6

# Next compounds.
# Values in the order: p97 ATPase inh	Hck Nef HTS	RBBP9 inh	Runt-CBFb FRET	Runt-SMMHC FRET	NPY-Y1 PAM-ag	NPY2 pot ag	NPY Y1 blocker	MDM2 E3 inh
- CC(C)c1csc(CN2CCC(N3CCC(C(=O)N4CCOCC4)CC3)CC2)n1
→ 3	15	-8	0	-2	4	-4	4	6
- O=C(COC(=O)C1CC1)Nc1ccc(Oc2ccccc2)cc1
→ 0	6	5	-3	-1	-12	4	-8	-15
- O=S(=O)(c1cccc2cccnc12)N1CCOCC1
→ -3	1	-3	2	-2	-35	-20	1	-15
- Nc1nc(SCc2ccccc2)n[nH]1
→ 7	17	-9	-119	-3	2	4	.	-9
- CCCCOC(=O)c1ccc(NC(=O)c2cc(Cl)c(Cl)cc2C(=O)O)cc1
→ 5	22	0	1	-5	7	1	6	8
- Cn1c(NCc2ccco2)nc2c1c(=O)n(Cc1ccc(Br)cc1)c(=O)n2C
→ 0	-1	-11	1	1	14	4	0	-14
- Cc1ccc(NC(=S)N2CCN(C)CC2)c(C)c1
→ -6	-1	-12	2	1	-12	3	-1	.

# Eleven successive compounds out of the list so far, quoted:
# Values in the order: p97 ATPase inh	Hck Nef HTS	RBBP9 inh	Runt-CBFb FRET	Runt-SMMHC FRET	NPY-Y1 PAM-ag	NPY2 pot ag	NPY Y1 blocker	MDM2 E3 inh
- COc1cc(=O)n(C)c2c(O)cccc12
→ -2	-8	-1	1	0	5	2	4	5
- CCN(Cc1ccccc1)Cc1cc(OC)cc(OC)c1
→ -1	0	-6	-2	1	15	-6	8	-7
- O=C(O)c1ccc(CNCc2cccc(Cl)c2)cc1
→ 6	7	-3	-1	-4	-1	6	-4	-5
- Cn1c2ccccc2c2cc(C(=O)O)ccc21
→ 7	2	3	0	4	10	3	3	-5
- COc1ccc(N/C(C)=C2/C(=O)C(=O)N(CCO)C2c2ccc(Br)cc2)cc1 (stereo unspecified)
→ -5	-1	-2	-3	-1	-2	-9	12	6
- CC(C)c1csc(CN2CCC(N3CCC(C(=O)N4CCOCC4)CC3)CC2)n1
→ 3	15	-8	0	-2	4	-4	4	6
- O=C(COC(=O)C1CC1)Nc1ccc(Oc2ccccc2)cc1
→ 0	6	5	-3	-1	-12	4	-8	-15
- O=S(=O)(c1cccc2cccnc12)N1CCOCC1
→ -3	1	-3	2	-2	-35	-20	1	-15
- Nc1nc(SCc2ccccc2)n[nH]1
→ 7	17	-9	-119	-3	2	4	.	-9
- CCCCOC(=O)c1ccc(NC(=O)c2cc(Cl)c(Cl)cc2C(=O)O)cc1
→ 5	22	0	1	-5	7	1	6	8
- Cn1c(NCc2ccco2)nc2c1c(=O)n(Cc1ccc(Br)cc1)c(=O)n2C
→ 0	-1	-11	1	1	14	4	0	-14

# Compound activity: PubChem, several laboratories
